Screening data (PubChem BioAssay)
ZTA DNA inh – ZTA (EBV) inhibition in EBNA-1 counter-screen; P03206; ZTA-DNA binding, fluorescence polarization; inhibition, % at 11 µM; 320,000 compounds, 0.15% hits; AID 2234; in the data active = inhibition above about 33%
RPL19A TOR yeast – yeast TOR pathway RPL19A-GFP modulation. S. cerevisiae RPL19A-GFP strain, flow cytometry, 3 h; stronger effect = lower value. percent response vs DMSO, % at 10 µM. 330,000 compounds, 0.3% hits. AID 2025;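 active = percent response vs DMSO below 50%; inconclusive = fewer than 70 events counted for the yeast strain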;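 also: median channel GFP fluorescence of the barcoded RPL19A-GFP strain; ratio of sample median GFP to plate DMSO average so 100% = DMSO; lower means less RPL19A-GFP as with rapamycin TOR inhibition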
LAP4-GFP MLPCN – yeast TOR pathway LAP4-GFP modulation. GFP response vs DMSO, % at 10 µM. S. cerevisiae LAP4-GFP multiplex, flow cytometry GFP, 3 h; median GFP as percent of DMSO wells. AID 2023. 320,000 compounds, 0.34% hits;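 active = GFP response vs DMSO above a set limit, about the screen mean plus 3 SD, cut at about 150% in these data; inconclusive = under 70 cell events counted for the yeast strain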
procasp3 activ – activates human procaspase-3 | P42574 | recombinant procaspase-3 D3A, Ac-DEVD-pNA absorbance 405 nm | activation, % at 8.5 µM | 330,000 compounds, 0.11% hits;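 active = activation above the mean of all tested compounds plus 3 SD, cut at about 21% in these data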;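 also: 0% = DMSO alone and 100% = DMSO wells spiked with extra 5 µM PC-3 D3A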
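material = Procaspase-3 D3A mutant | probe or stimulus = Ac-DEVD-pNA | compound = single dose, 8.5 µM nominal compound, 0.8% DMSO | timing = 1 h preincubation, 2 h reaction | measured by = 405 nm absorbance of p-nitroaniline, reads at 0 and 120 min | benchmarks = DMSO-only low control, 5 µM PC-3 D3A high control | repeats = singlicate, each compound tested once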
proCasp7 act – activates human procaspase-7, counter-screen for procaspase-3 activators; activation, % at 8.5 µM; P55210; 330,000 compounds, 0.093% hits; recombinant procaspase-7, Ac-DEVD-pNA absorbance 405 nm; D23A/D198A/D206A triple mutant, cannot self-cleave; scale: DMSO 0, 5 µM enzyme 100;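 active = percent activation above the screen-wide mean plus 3 SD, cut at about 25% in these data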
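System: Procaspase-7 triple mutant (PC-7 D3A); measure: % activation from two-timepoint absorbance difference, scaled to controls; times: 1 h compound preincubation, 2 h substrate cleavage, 25 °C; also added: Ac-DEVD-pNA substrate, 400 µM as added; measured by: Epi-absorbance of released pNA at 405 nm, two timepoints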
AHR act – activates the human aryl hydrocarbon receptor; AHR-responsive luciferase reporter cells, luminescence; 320,000 compounds, 2.5% hits; activation, % at 5 µM; in the data active = activation above about 47%;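 also: 0% = vehicle wells and 100% = reference agonist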
EBNA-1 inhibitor – blocks EBNA-1 binding to DNA; EBNA-1 DNA binding, fluorescence polarization; 300,000 compounds, 0.34% hits; inhibition, % at 14.8 µM; in the data active = inhibition above about 28%
MEP2 TOR yeast – modulators of TOR pathway MEP2-GFP in S. cerevisiae | GFP response vs DMSO, % at 10 µM | S. cerevisiae MEP2-GFP strain, flow cytometry GFP, 3 h; 100% = DMSO control level | 330,000 compounds, 0.51% hits;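 active = GFP response versus DMSO above a set limit, roughly screen mean plus 3 SD, cut at about 180% in these data; inconclusive = fewer than 70 cells counted for a yeast strain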;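 also: median GFP fluorescence of the barcode-gated MEP2-GFP cells per well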
Active calls of the source: *; ? = inconclusive; / = no result given.

Abbreviations: A = ZTA DNA inh; B = RPL19A TOR yeast; C = LAP4-GFP MLPCN; D = procasp3 activ; E = proCasp7 act; F = AHR act; G = EBNA-1 inhibitor; H = MEP2 TOR yeast
1. CC1CN(S(=O)(=O)c2cccc(C(=O)NCc3ccc4c(c3)OCO4)c2)CC(C)O1 (stereo not given)
  A: 19	B: 97	C: 97	D: -1	E: 2	F: 1	G: 8	H: 91
2. Cc1ccc(CCC2C3=C(CCCC3=O)OC3=C2C(=O)CCC3)cc1
  A: -3	B: 88	C: 96	D: 15	E: 14	F: -1	G: -3	H: 95
3. O=C(Cn1ncc2c([nH]c3ccccc32)c1=O)NCC1CCN(Cc2ccccc2F)CC1
  A: -1	B: 103	C: 91	D: 14	E: 5	F: 3	G: -29	H: 97
4. CN(C(=O)COC(=O)C1=COCCO1)C1(C#N)CCCCC1
  A: 3	B: 92	C: 88	D: 2	E: -4	F: -1	G: /	H: 98
5. CC(=O)NC(CCS(C)(=O)=O)C(=O)Nc1c(F)cccc1F (stereo not given)
  A: -2	B: 96	C: 99	D: 7	E: 1	F: -1	G: -4	H: 109
6. Cc1cccc(C)c1-n1nnnc1C(C)(C)N1CCN(N=O)CC1
  A: -16	B: 88	C: 107	D: -7	E: 5	F: -1	G: -16	H: 95
7. O=c1c2c(c(-c3ccccc3)nn1Cc1ccccc1)CCCC2
  A: 2	B: 101	C: 109	D: -3	E: 3	F: 0	G: 0	H: 111
8. CCN(C(=O)CSc1n[nH]c(N)n1)C1CCCCC1
  A: /	B: 110	C: 108	D: -4	E: -1	F: -1	G: /	H: 103
9. O=C(O)c1ccn(Cn2cnc3ccccc32)n1
  A: 15	B: 96	C: 113	D: 0	E: 3	F: -3	G: 2	H: 104
10. O=C(Cc1csc(-c2ccccc2)n1)NCc1ccco1
  A: -10	B: 97	C: 120	D: 4	E: 3	F: 9	G: 2	H: 90
11. CCCn1c(=O)[nH]c(=O)c2c1nc(-c1ccccc1OC(F)F)n2CCOC
  A: -7	B: 102	C: 90	D: -7	E: 0	F: -4	G: -8	H: 102
12. O=C(NCC(=O)N1CCN(C(=O)c2ccccc2)CC1)c1ccc(Cl)cc1Cl
  A: -14	B: 98	C: 100	D: 3	E: 1	F: -1	G: /	H: 99
13. CCN1CCN(c2ccc(S(=O)(=O)N3CCOCC3)cc2NC(=O)c2ccc(C(F)(F)F)cc2)CC1
  A: -13	B: 90	C: 92	D: 10	E: -4	F: 2	G: -10	H: 97
14. Cc1ccc(S(=O)(=O)CC(=O)Nc2nnc(C(C)C)s2)cc1
  A: -5	B: 98	C: 101	D: 0	E: 6	F: 2	G: -12	H: 95
15. CC(NC(=O)C(=O)NCCN1CCN(C(=O)c2ccc([N+](=O)[O-])cc2)CC1)c1ccccc1 (stereo not given)
  A: 15	B: 97	C: 99	D: -2	E: 1	F: -1	G: -13	H: 118
16. CC(=O)N1CCN(Cc2nc3cc(NC(=O)NC4CCCCC4)ccc3n2C)CC1
  A: -1	B: 93	C: 103	D: 11	E: 9	F: 0	G: 13	H: 101
17. COC(=O)Cn1nc(C)c2ccccc2c1=O
  A: 4	B: ?	C: ?	D: 6	E: 6	F: -3	G: -6	H: ?
18. COc1cc2c(cc1OC)C(C)N(S(=O)(=O)c1cn(C)cn1)CC2 (stereo not given)
  A: -19	B: 95	C: 107	D: 3	E: 3	F: -2	G: 0	H: 95
19. Cc1ccc(Cl)cc1NC(=O)N[C@@H](C)C(=O)O
  A: 3	B: 104	C: 104	D: -10	E: 11	F: 0	G: 10	H: 106
20. Cc1cccc(NC(=O)C2CCCN2C(=O)NC2CCCCC2)c1 (stereo not given)
  A: -8	B: 110	C: 91	D: -2	E: 2	F: -1	G: 12	H: 100
21. O=C(c1ccc2ccccc2c1)N1CCN(c2ccc(C(F)(F)F)cn2)CC1
  A: -7	B: 102	C: 103	D: 5	E: 8	F: 0	G: -10	H: 103
22. C=CCN1CC(c2nc3ccccc3n2CCOc2ccccc2)CC1=O (stereo not given)
  A: -27	B: 98	C: 98	D: -2	E: -3	F: 8	G: -9	H: 102
23. CCCn1c(C)cc(C(=O)Cn2nnc3ccccc3c2=O)c1C
  A: 0	B: 105	C: 92	D: 5	E: 5	F: 20	G: 2	H: 102
24. Cc1cccc(NC(=O)Cc2noc3ccccc23)c1C
  A: -11	B: 107	C: 94	D: 10	E: 5	F: 0	G: -4	H: 99
25. CCOC(=O)C(CC)Sc1ccc2nnc(-c3cccnc3)n2n1 (stereo not given)
  A: -5	B: 89	C: 99	D: 1	E: 6	F: 9	G: 5	H: 92
26. COC(=O)c1ccc(NC(=O)CSc2nnc(COc3ccc4c(c3)CCCC4)o2)cc1
  A: 8	B: 105	C: 104	D: 8	E: -3	F: -4	G: -1	H: 103
27. Cc1occc1C(=O)NNC(=O)c1cccc(F)c1
  A: 8	B: 99	C: 101	D: -2	E: 1	F: 0	G: 6	H: 98
28. COCCCN(CC(=O)NCc1ccccc1)S(=O)(=O)c1ccc(C)cc1
  A: 9	B: 100	C: 95	D: -2	E: -5	F: 2	G: 2	H: 102
29. S=C(NCc1ccccc1)N1CCN(C2CCCCC2)CC1
  A: 15	B: 98	C: 103	D: 7	E: 7	F: 0	G: 9	H: 100
30. O=C(CNC(=O)c1ccc(Cl)cc1Cl)NCC1CCCO1 (stereo not given)
  A: 6	B: 102	C: 95	D: -2	E: 1	F: 5	G: -4	H: 106
31. O=C(CSc1ccc(-c2ccccc2)nn1)c1cccs1
  A: 15	B: 97	C: 110	D: 0	E: -8	F: 14	G: 3	H: 100
32. CCOC(=O)c1sc(NC(=O)c2cccc(S(=O)(=O)N3c4ccccc4CC3C)c2)cc1C (stereo not given)
  A: 6	B: 89	C: 116	D: 9	E: 0	F: 3	G: 13	H: 107
33. CCN(CC(=O)NCCc1ccc(Cl)cc1)Cc1nc2ccccc2c(=O)[nH]1
  A: 11	B: 97	C: 100	D: -3	E: 6	F: 3	G: 13	H: 92
34. Cc1cccc(N/C(N)=N/c2nc(C(F)(F)F)cc(C(F)(F)F)n2)c1
  A: 11	B: 105	C: 90	D: 3	E: 1	F: 69*	G: 2	H: 105
35. Cc1ccc(C(=O)NC2(C(Cl)Cl)N=C(c3ccccc3)N=C2N)cc1 (stereo not given)
  A: -2	B: 105	C: 97	D: -3	E: 5	F: 2	G: 13	H: 105
36. COc1cc(/C=N/NC(=O)c2ccncc2)ccc1OCC(=O)Nc1ccccc1
  A: -8	B: 106	C: 102	D: 2	E: -3	F: 8	G: -4	H: 106
37. CC(C)NC(=O)c1ccc(-n2nc(C(F)(F)F)c3c2CCCC3)cc1
  A: -6	B: 113	C: 105	D: 0	E: 3	F: 6	G: -17	H: 103
38. CCn1ncc(Br)c1C(=O)Nc1cccc(F)c1
  A: -1	B: 94	C: 99	D: -2	E: 0	F: 14	G: 8	H: 97
39. Cc1ccn2c(=O)nc(SCC(=O)NCc3ccccc3Cl)nc2c1
  A: -1	B: 101	C: 102	D: -9	E: 11	F: 0	G: -8	H: 104
40. [O-]/[N+](=C\c1ccc(F)cc1)c1ccccc1
  A: -10	B: 103	C: 86	D: 6	E: 15	F: -1	G: -2	H: 108
41. COc1cccc(OCC(=O)N2CCC3(CC2)CC(=O)c2ccccc2O3)c1
  A: -5	B: 98	C: 103	D: 3	E: 0	F: 0	G: 4	H: 101
42. Cc1ccc2nc(SCC(=O)c3cc(C)n(C)c3C)[nH]c2c1
  A: 5	B: 90	C: 100	D: -4	E: -4	F: 52*	G: -11	H: 92
43. CSCC(=O)N1CCC(n2nccc2NC(=O)c2ccc3c(c2)OCO3)CC1
  A: 5	B: 99	C: 101	D: -2	E: -7	F: 5	G: -4	H: 108
44. CCOc1ccc(CN2C(=O)c3ccccc3C2C(=O)NCc2cccnc2)cc1 (stereo not given)
  A: 3	B: 96	C: 89	D: -1	E: 0	F: -1	G: 9	H: 94
45. C/C(CC(=O)NC1CCCCC1)=N\NC(=O)c1ccc(Br)cc1
  A: 3	B: 95	C: 92	D: 1	E: -5	F: 9	G: 11	H: 101
46. CN(C)c1ccc(-c2sc(Nc3ccccc3)n[n+]2-c2ccc(F)cc2)cc1
  A: -9	B: 101	C: 127	D: -8	E: -7	F: 13	G: -2	H: 112
47. COc1ccc(CNC(=S)Nc2ccc(-c3ccccc3)cc2)cc1
  A: 13	B: 100	C: 112	D: -4	E: 5	F: -4	G: 16	H: 113
48. Cc1ccc(CCNC(=O)C2CCCN2S(=O)(=O)c2ccc3c(c2)CCC(=O)N3)cc1 (stereo not given)
  A: 23	B: 93	C: 107	D: 9	E: 3	F: 0	G: 19	H: 100
49. COCc1cc(C)nc2sc(C(=O)NC3CCCCC3)c(N)c12
  A: 11	B: 86	C: 107	D: -7	E: -2	F: 7	G: -6	H: 125
50. CCNC(=S)NNc1ccccc1
  A: 3	B: 95	C: 103	D: -1	E: 2	F: 4	G: 2	H: 96
51. CCOC(=O)C1=C(C)NC(C)=C(C(=O)OCC)C1C(=O)OCC(=O)N(C)C1CCS(=O)(=O)C1 (stereo not given)
  A: -18	B: 112	C: 99	D: 0	E: -2	F: -6	G: 4	H: 98
52. CC1=NNC(=O)C1C(c1ccccc1)C1C(=O)NN=C1C (stereo not given)
  A: 11	B: 99	C: 120	D: -1	E: -12	F: 0	G: 15	H: 94

Some of these compounds in order of heavy-atom count, low to high:
Abbreviations: A = ZTA DNA inh; B = RPL19A TOR yeast; C = LAP4-GFP MLPCN; D = procasp3 activ; E = proCasp7 act; F = AHR act; G = EBNA-1 inhibitor; H = MEP2 TOR yeast
30. O=C(CNC(=O)c1ccc(Cl)cc1Cl)NCC1CCCO1 (stereo not given)
  A: 6	B: 102	C: 95	D: -2	E: 1	F: 5	G: -4	H: 106
34. Cc1cccc(N/C(N)=N/c2nc(C(F)(F)F)cc(C(F)(F)F)n2)c1
  A: 11	B: 105	C: 90	D: 3	E: 1	F: 69*	G: 2	H: 105
33. CCN(CC(=O)NCCc1ccc(Cl)cc1)Cc1nc2ccccc2c(=O)[nH]1
  A: 11	B: 97	C: 100	D: -3	E: 6	F: 3	G: 13	H: 92

Profiles, looked up by structure.
Results for COc1cc(/C=N/NC(=O)c2ccncc2)ccc1OCC(=O)Nc1ccccc1 : ZTA DNA inh = -8; RPL19A TOR yeast = 106; LAP4-GFP MLPCN = 102; procasp3 activ = 2; proCasp7 act = -3; AHR act = 8; EBNA-1 inhibitor = -4; MEP2 TOR yeast = 106
Results for COCc1cc(C)nc2sc(C(=O)NC3CCCCC3)c(N)c12 : ZTA DNA inh = 11; RPL19A TOR yeast = 86; LAP4-GFP MLPCN = 107; procasp3 activ = -7; proCasp7 act = -2; AHR act = 7; EBNA-1 inhibitor = -6; MEP2 TOR yeast = 125
Results for CC(C)NC(=O)c1ccc(-n2nc(C(F)(F)F)c3c2CCCC3)cc1 : ZTA DNA inh = -6; RPL19A TOR yeast = 113; LAP4-GFP MLPCN = 105; procasp3 activ = 0; proCasp7 act = 3; AHR act = 6; EBNA-1 inhibitor = -17; MEP2 TOR yeast = 103
